Bioassay records as filed in PubChem.
CYP2C19 activ = activators of human cytochrome P450 2C19; P33261; recombinant CYP2C19, luciferin-H EGE luminescence; hits give high values; 0 = fully inhibited enzyme, 1 = untreated enzyme; activation factor at 5 µM; 96,000 tested, under 10 active;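 active means activation factor of at least 2 at 5 µM in the primary screen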;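 further: 0 = wells with 2.5 mM tranylcypromine and 1 = vehicle-only wells; values of inactives mirror those of a sister screen read the other way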
Target sequence (P33261 whole entry, looked up): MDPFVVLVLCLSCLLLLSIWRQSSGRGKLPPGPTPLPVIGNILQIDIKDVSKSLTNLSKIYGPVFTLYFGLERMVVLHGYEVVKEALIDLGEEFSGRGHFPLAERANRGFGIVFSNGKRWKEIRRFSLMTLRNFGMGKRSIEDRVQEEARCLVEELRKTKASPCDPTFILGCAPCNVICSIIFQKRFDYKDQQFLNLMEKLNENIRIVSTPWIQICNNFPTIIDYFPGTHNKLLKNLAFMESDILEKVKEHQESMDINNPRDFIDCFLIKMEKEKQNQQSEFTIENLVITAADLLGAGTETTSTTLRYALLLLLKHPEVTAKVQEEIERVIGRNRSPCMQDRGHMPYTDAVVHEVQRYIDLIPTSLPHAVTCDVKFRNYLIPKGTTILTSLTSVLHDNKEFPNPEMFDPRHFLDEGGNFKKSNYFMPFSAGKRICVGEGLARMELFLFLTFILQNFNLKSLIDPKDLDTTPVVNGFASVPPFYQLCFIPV
CYP2C9 inh = blocks human cytochrome P450 2C9; P11712; CYP2C9 Supersomes, luciferin-H conversion, luminescence; inhibition, % at 5 µM; hit rate 20% among 96,000;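 active means blocking of liver enzyme CYP2C9 beyond about 50% at 5 µM, limit read from the data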; further: values of inactives mirror those of a sister screen read the other way
Target sequence (P11712 whole entry, looked up): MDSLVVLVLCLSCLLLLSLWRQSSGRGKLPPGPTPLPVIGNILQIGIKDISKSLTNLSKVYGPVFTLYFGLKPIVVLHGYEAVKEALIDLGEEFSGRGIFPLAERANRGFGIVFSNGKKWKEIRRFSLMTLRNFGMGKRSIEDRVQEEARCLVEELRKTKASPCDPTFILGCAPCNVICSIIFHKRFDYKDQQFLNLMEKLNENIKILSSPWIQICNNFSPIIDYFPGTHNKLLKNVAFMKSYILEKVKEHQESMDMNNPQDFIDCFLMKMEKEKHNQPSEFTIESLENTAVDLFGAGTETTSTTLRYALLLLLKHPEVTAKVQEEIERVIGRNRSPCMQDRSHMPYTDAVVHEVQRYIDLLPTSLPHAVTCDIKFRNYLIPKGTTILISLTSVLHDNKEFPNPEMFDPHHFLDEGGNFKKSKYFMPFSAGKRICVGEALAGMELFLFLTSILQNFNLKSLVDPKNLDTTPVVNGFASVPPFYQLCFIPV
CYP2C9 act = increases human cytochrome P450 2C9 activity | P11712 | recombinant CYP2C9, luciferin-H conversion, luminescence; hits give high values; factor 1 = untreated enzyme, 0 = blocked | activation factor at 5 µM | hit rate 1.4% among 96,000 | AID 1024;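 active means activation factor of 2 or more for CYP2C9 at a 5 µM dose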;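 further: 0 = sulfaphenazole-blocked wells and 1 = vehicle-only wells; values of inactives mirror those of a sister screen read the other way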
PLAP act = activators of human placental alkaline phosphatase; P05187; AID 696; hit rate 1.2% among 96,000; purified PLAP enzyme, luminescent substrate read-out; hits give high values; activation fold at 20 µM; in the data active means activation fold above about 2
Mac1 fbg inh = inhibitors of human CD11b/CD18 binding to fibrinogen. P05107+P11215. K562 CD11b/CD18 adhesion to fibrinogen, ATPlite luminescence; Mn2+ added to activate the integrin. inhibition, % at 10 µM. hit rate 0.54% among 93,000. AID 1497;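 active means primary inhibition of 50% or more at 10 µM, then 40% or more on retest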; further: some results filed as inactive read as strong as hits
Mac1 fbg enh = enhancers of human CD11b/CD18 binding to fibrinogen; P05107+P11215; hit rate 0.07% among 93,000; activation, % at 10 µM; AID 1499; K562 CD11b/CD18 adhesion to fibrinogen, ATPlite luminescence;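 active means 10 µM primary screen giving 50% or more activity, confirmed by 40% or more on retest at that dose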; further: strong numbers were not always called active; reference of the scale not given here
CYP2C19 inh = blocks human cytochrome P450 2C19. P33261. inhibition, % at 5 µM. CYP2C19 Supersomes, luciferin-H EGE luminescence, 30 min. AID 778. hit rate 21% among 96,000;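 active means CYP2C19 inhibition above a set limit at 5 µM in the primary screen, cut at about 50% in these data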;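 further: plate controls were negative control wells for no effect and 2.5 mM tranylcypromine positive control for full effect; values of inactives mirror those of a sister screen read the other way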
MT1-MMP txn act = activates MT1-MMP transcription; HT1080 MT1-MMP promoter luciferase reporter, luminescence, overnight; hits give high values; activation factor at 10 µM; hit rate 0.16% among 86,000; AID 750;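 active means activation factor of at least 2 for MT1-MMP transcription at 10 µM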
PTK2B oligo ant = blocks oligomerization of human Pyk2 in cells; Q14289; Q293 cells, Pyk2 FERM NanoBiT luminescence; hits give low values; z-score (the deposit names both 25 µM and 10 µM); hit rate 0.83% among 99,000;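 active means Z-score of -3 or lower, scaled per plate to the spread of control and sample wells; inactive means z-score above -3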;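 further: negative z-score means lost luminescence so less FERM oligomerization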
An asterisk follows results filed as active.

The first 2 records, ahead of the listing:
How did Cc1cc(C)c(S(=O)(=O)N(C)CC(=O)NC2CCCC2)c(C)c1 do in these assays?
CYP2C19 activ: 0.2; CYP2C9 inh: -124; CYP2C9 act: 2.2*; PLAP act: 0.9; Mac1 fbg inh: -12; Mac1 fbg enh: -2; CYP2C19 inh: 80*; MT1-MMP txn act: 1.2; PTK2B oligo ant: -0.45

Results for C/C(Cn1nnc([N+](=O)[O-])n1)=N\NC(=O)c1ccccc1Cl ?
CYP2C19 activ: 0.9; CYP2C9 inh: -10; CYP2C9 act: 1.1; PLAP act: 1; Mac1 fbg inh: 14; Mac1 fbg enh: 7; CYP2C19 inh: 9; PTK2B oligo ant: 1

The listing, previewed entries included:
How did Cc1cc(C)c(S(=O)(=O)N(C)CC(=O)NC2CCCC2)c(C)c1 do in these assays?
CYP2C19 activ: 0.2; CYP2C9 inh: -124; CYP2C9 act: 2.2*; PLAP act: 0.9; Mac1 fbg inh: -12; Mac1 fbg enh: -2; CYP2C19 inh: 80*; MT1-MMP txn act: 1.2; PTK2B oligo ant: -0.45

Results for C/C(Cn1nnc([N+](=O)[O-])n1)=N\NC(=O)c1ccccc1Cl ?
CYP2C19 activ: 0.9; CYP2C9 inh: -10; CYP2C9 act: 1.1; PLAP act: 1; Mac1 fbg inh: 14; Mac1 fbg enh: 7; CYP2C19 inh: 9; PTK2B oligo ant: 1

What do the screens show for `COc1ccc(C(=O)NNC(=O)c2cnccn2)cc1[N+](=O)[O-]`?
CYP2C19 activ: 0.9; CYP2C9 inh: 0; CYP2C9 act: 1; PLAP act: 2.8*; Mac1 fbg inh: -24; Mac1 fbg enh: -1; CYP2C19 inh: 11; MT1-MMP txn act: 1.1; PTK2B oligo ant: 0.7

How did C/C(=N/OCC(=O)Nc1ccc(C)cc1C)c1cccs1 do in these assays?
CYP2C19 activ: 0.1; CYP2C9 inh: 98*; CYP2C9 act: 0; PLAP act: 0.8; Mac1 fbg inh: 0; Mac1 fbg enh: -5; CYP2C19 inh: 93*; PTK2B oligo ant: 0.12

Results for COC(=O)C1=C(C)N(CCc2ccc(OC)cc2)C(=O)C1 ?
CYP2C19 activ: 0.2; CYP2C9 inh: 14; CYP2C9 act: 0.9; PLAP act: 1.1; Mac1 fbg inh: -12; Mac1 fbg enh: 1; CYP2C19 inh: 78*; MT1-MMP txn act: 1; PTK2B oligo ant: 0.95

Results for O=C(CC(=O)N1CCN(c2ccccn2)CC1)Nc1ccc2nc3n(c(=O)c2c1)CCCCC3 ?
CYP2C19 activ: 0.7; CYP2C9 inh: 78*; CYP2C9 act: 0.2; PLAP act: 1.7; Mac1 fbg inh: 0; Mac1 fbg enh: 6; CYP2C19 inh: 28; MT1-MMP txn act: 1

Results for CCCCC(CC)Cn1c(N)c(C#N)c2nc3ccccc3nc21 (centres undefined) ?
CYP2C19 activ: 0.9; CYP2C9 inh: 16; CYP2C9 act: 0.8; PLAP act: 1.2; Mac1 fbg inh: -26; Mac1 fbg enh: 1; CYP2C19 inh: 8; PTK2B oligo ant: -0.93

What do the screens show for `Fc1ccccc1Cn1nnc(-c2ccc3c(c2)OCO3)n1`?
CYP2C19 activ: 0.2; CYP2C9 inh: 58*; CYP2C9 act: 0.4; PLAP act: 0.9; Mac1 fbg inh: 19; Mac1 fbg enh: -6; CYP2C19 inh: 76*; MT1-MMP txn act: 1.4; PTK2B oligo ant: -1.6

What do the screens show for `Cc1ccc(C(=O)NCc2ccco2)cc1S(=O)(=O)Nc1cccc(C)c1C`?
CYP2C19 activ: 1.4; CYP2C9 inh: -17; CYP2C9 act: 1.2; PLAP act: 1.4; Mac1 fbg inh: -12; Mac1 fbg enh: 1; CYP2C19 inh: -39; MT1-MMP txn act: 1.2; PTK2B oligo ant: -1.4

How did CCOc1ccc(-c2nc(=S)[nH][nH]2)cc1 do in these assays?
CYP2C19 activ: 1.1; CYP2C9 inh: -10; CYP2C9 act: 1.1; PLAP act: 1.2; Mac1 fbg inh: 8; Mac1 fbg enh: 0; CYP2C19 inh: -12; MT1-MMP txn act: 1; PTK2B oligo ant: 0.64

What do the screens show for `COc1cc(CSc2ncn[nH]2)c(OC)cc1CSc1ncn[nH]1`?
CYP2C19 activ: 0.4; CYP2C9 inh: -2; CYP2C9 act: 1; PLAP act: 1.1; Mac1 fbg inh: 3; Mac1 fbg enh: -7; CYP2C19 inh: 62*; MT1-MMP txn act: 1.3; PTK2B oligo ant: -1.9

What do the screens show for `Cc1nn(C)c(C)c1S(=O)(=O)N1CCC(C(=O)NC2CCCCC2)CC1`?
CYP2C19 activ: 1.1; CYP2C9 inh: -60; CYP2C9 act: 1.6; PLAP act: 0.9; Mac1 fbg inh: -8; Mac1 fbg enh: -1; CYP2C19 inh: -10; MT1-MMP txn act: 1.3; PTK2B oligo ant: 0.64

What do the screens show for `CCn1c(COc2ccccc2C)nnc1SCC(=O)N1CCN(c2ccccc2)CC1`?
CYP2C19 activ: 1; CYP2C9 inh: -1; CYP2C9 act: 1; PLAP act: 1.6; Mac1 fbg inh: 48; Mac1 fbg enh: -4; CYP2C19 inh: -1; PTK2B oligo ant: -1

What do the screens show for `COC(=O)c1ccccc1N1C(=O)[C@@H]2C(c3ccc(F)cc3)=NO[C@@H]2C1=O`?
CYP2C19 activ: 0.5; CYP2C9 inh: 5; CYP2C9 act: 0.9; PLAP act: 1.1; Mac1 fbg inh: -2; Mac1 fbg enh: -1; CYP2C19 inh: 48; MT1-MMP txn act: 1.2; PTK2B oligo ant: 0.86

How did COc1cccc2cc(C(C)N(CCCN3CCOCC3)C(=O)Nc3ccc(Cl)cc3)oc12 (centres undefined) do in these assays?
CYP2C19 activ: 0.5; CYP2C9 inh: 53*; CYP2C9 act: 0.5; PLAP act: 1.6; Mac1 fbg inh: 9; Mac1 fbg enh: 1; CYP2C19 inh: 48; MT1-MMP txn act: 1.2; PTK2B oligo ant: 0.7

Results for Cc1ccc(Cn2nnc3c(=O)[nH]c(C4CCCN(C(=O)Nc5ccc(F)cc5)C4)nc32)cc1 (centres undefined) ?
CYP2C19 activ: 1.1; CYP2C9 inh: -1; CYP2C9 act: 1; PLAP act: 1; Mac1 fbg inh: 2; Mac1 fbg enh: 4; CYP2C19 inh: -7; MT1-MMP txn act: 1; PTK2B oligo ant: -1.1

Results for N#Cc1nc(Cc2ccccc2)oc1N1CCC(C(N)=O)CC1 ?
CYP2C19 activ: 0.9; CYP2C9 inh: 5; CYP2C9 act: 0.9; PLAP act: 0.9; Mac1 fbg inh: 12; Mac1 fbg enh: -2; CYP2C19 inh: 8; MT1-MMP txn act: 1.2; PTK2B oligo ant: -0.18

What do the screens show for `O=C(NNC(=O)c1cc(OCC(F)(F)F)ccc1OCC(F)(F)F)c1cccc(C(F)(F)F)c1`?
CYP2C19 activ: 0.8; CYP2C9 inh: 40; CYP2C9 act: 0.6; PLAP act: 1.7; Mac1 fbg inh: 5; Mac1 fbg enh: 14; CYP2C19 inh: 24; PTK2B oligo ant: 0.73

Results for COc1ccc(N(Cc2ccccc2)C(=O)c2ccccc2[N+](=O)[O-])cc1 ?
CYP2C19 activ: 0.4; CYP2C9 inh: 19; CYP2C9 act: 0.8; PLAP act: 1; Mac1 fbg inh: 18; Mac1 fbg enh: -1; CYP2C19 inh: 61*; PTK2B oligo ant: -0.51

How did O=c1cc(O)n(-c2ccccc2F)c(=S)[nH]1 do in these assays?
CYP2C19 activ: 1; CYP2C9 inh: -2; CYP2C9 act: 1; PLAP act: 0.9; Mac1 fbg inh: 24; Mac1 fbg enh: 2; CYP2C19 inh: -1; MT1-MMP txn act: 1.1; PTK2B oligo ant: 0.38

Results for c1ccc(CNc2ccc3c(c2)ncn3C2CCCCC2)nc1 ?
CYP2C19 activ: 0.9; CYP2C9 inh: 13; CYP2C9 act: 0.9; PLAP act: 1; Mac1 fbg inh: -6; Mac1 fbg enh: -3; CYP2C19 inh: 8; MT1-MMP txn act: 1.4; PTK2B oligo ant: -1

Results for Cc1noc(C)c1CN1C(=O)NC(Cc2ccccc2)(Cc2ccccc2)C1=O ?
CYP2C19 activ: 0.9; CYP2C9 inh: 12; CYP2C9 act: 0.9; PLAP act: 1; Mac1 fbg inh: -12; Mac1 fbg enh: -1; CYP2C19 inh: 11; MT1-MMP txn act: 1.1; PTK2B oligo ant: 0.78

Results for CCOC(=O)/C=C1\SCC(=O)N1CC(=O)Nc1ccc(OC)c(OC)c1 ?
CYP2C19 activ: 0.9; CYP2C9 inh: -5; CYP2C9 act: 1; PLAP act: 1; Mac1 fbg inh: -1; Mac1 fbg enh: 0; CYP2C19 inh: 10; PTK2B oligo ant: 1.2

How did c1ccc(Sc2cnc3ccccc3n2)cc1 do in these assays?
CYP2C19 activ: 0.9; CYP2C9 inh: -26; CYP2C9 act: 1.3; PLAP act: 1.2; Mac1 fbg inh: 20; Mac1 fbg enh: -1; CYP2C19 inh: 15; PTK2B oligo ant: 0.9

Results for N#CCCSc1nc(N2CCOCC2)c2c(c1C#N)CCCC2 ?
CYP2C19 activ: 0.1; CYP2C9 inh: 97*; CYP2C9 act: 0; PLAP act: 1.6; Mac1 fbg inh: 1; Mac1 fbg enh: 1; CYP2C19 inh: 91*; MT1-MMP txn act: 1.1; PTK2B oligo ant: -1.3

How did Cc1cccc(SCc2noc(C(=O)NCC3CCCO3)c2C(=O)O)c1 (centres undefined) do in these assays?
CYP2C19 activ: 0.9; CYP2C9 inh: 28; CYP2C9 act: 0.7; PLAP act: 0.9; CYP2C19 inh: 13

Results for COc1ccc(-c2nc(S(=O)(=O)c3ccc(C)cc3)c(N3CCCC3)o2)cc1 ?
CYP2C19 activ: 0.9; CYP2C9 inh: -1; CYP2C9 act: 1; PLAP act: 0.9; Mac1 fbg inh: -19; Mac1 fbg enh: 0; CYP2C19 inh: 14; MT1-MMP txn act: 1.3; PTK2B oligo ant: 0.31

How did CCc1[nH]nc2c1C(C(C)C)C(C#N)=C(N)O2 (centres undefined) do in these assays?
CYP2C19 activ: 0.3; CYP2C9 inh: 32; CYP2C9 act: 0.7; PLAP act: 1.7; Mac1 fbg inh: 75; Mac1 fbg enh: 0; CYP2C19 inh: 75*; MT1-MMP txn act: 1; PTK2B oligo ant: -0.87

How did CCn1c(=NC(=O)CN2C(=O)CCC2=O)sc2c(OC)ccc(OC)c21 do in these assays?
CYP2C19 activ: 0.7; CYP2C9 inh: 3; CYP2C9 act: 1; PLAP act: 1.2; Mac1 fbg inh: -13; Mac1 fbg enh: 4; CYP2C19 inh: 25; MT1-MMP txn act: 1

Results for Cc1nc(N2CCCC2C(=O)O)c2oc3ccccc3c2n1 (centres undefined) ?
CYP2C19 activ: 1; CYP2C9 inh: -7; CYP2C9 act: 1.1; PLAP act: 0.9; Mac1 fbg inh: -8; Mac1 fbg enh: 0; CYP2C19 inh: 2; MT1-MMP txn act: 1.2; PTK2B oligo ant: 0.65

Results for CC1CC1C(=O)OCC(=O)NCc1ccc(Cl)cc1 (centres undefined) ?
CYP2C19 activ: 0; CYP2C9 inh: 53*; CYP2C9 act: 0.5; PLAP act: 0.9; Mac1 fbg inh: 2; Mac1 fbg enh: -4; CYP2C19 inh: 97*; PTK2B oligo ant: 0.97

How did COc1cccc(CNC(=O)c2ccc3nc[nH]c3c2)c1 do in these assays?
CYP2C19 activ: 0.6; CYP2C9 inh: -8; CYP2C9 act: 1.1; PLAP act: 1.3; Mac1 fbg inh: 7; Mac1 fbg enh: 1; CYP2C19 inh: 38; MT1-MMP txn act: 1.1; PTK2B oligo ant: 0.11

What do the screens show for `O=C(NCc1ccccc1)c1ccc(OC2CSC2)cc1`?
CYP2C19 activ: 0.9; CYP2C9 inh: 4; CYP2C9 act: 1; PLAP act: 0.9; Mac1 fbg inh: 6; Mac1 fbg enh: 3; CYP2C19 inh: 7; MT1-MMP txn act: 1.2; PTK2B oligo ant: -0.07

This is a random part of the collection; overall some 31% were active at least once.
